MsrA inh – bovine MsrA inhibition; purified bovine MsrA, absorbance read-out; hit rate 0.75% among 360,000; inhibition, % at 15.5 µM; in the data active means inhibition above about 4.5%;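 further: 0% = vehicle wells with enzyme and 100% = reference inhibitor wells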
Rpn11 inh – inhibitors of human proteasome Rpn11; O00487; hit rate 0.59% among 360,000; calls only at 20 µM; human 26S proteasome, Ub4-pepOG fluorescence polarization; 20S core pre-blocked with epoxomicin; AID 588493;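 active means inhibition at 20 µM, scaled to each plate's controls, above about 33%, limit read from the data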
Target sequence (O00487 whole entry, looked up): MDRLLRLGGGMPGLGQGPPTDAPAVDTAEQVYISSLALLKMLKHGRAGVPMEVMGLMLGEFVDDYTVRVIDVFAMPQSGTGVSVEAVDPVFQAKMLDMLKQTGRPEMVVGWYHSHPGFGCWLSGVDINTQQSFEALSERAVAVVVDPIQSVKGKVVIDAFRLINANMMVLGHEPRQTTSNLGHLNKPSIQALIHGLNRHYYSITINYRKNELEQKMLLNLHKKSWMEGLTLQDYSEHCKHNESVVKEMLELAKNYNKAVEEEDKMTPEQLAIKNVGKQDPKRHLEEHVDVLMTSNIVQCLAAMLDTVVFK
CSN deneddyl inh – CSN deneddylation inhibition; Q92905; Purified CSN, SCF-Nedd8-OG deneddylation, fluorescence polarization; inhibition, % at 12.5 µM; hit rate 0.38% among 360,000; AID 651999;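 active means pattern-corrected inhibition above about 35%, with an unprinted fluorescence ratio check between 0.5 and 1.5, limit read from the data, passing the limit was not always enough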;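 further: 0% = enzyme with substrate and 100% = substrate without enzyme; some results filed as inactive read as strong as hits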
Target sequence (Q92905 whole entry, looked up, one chain of several): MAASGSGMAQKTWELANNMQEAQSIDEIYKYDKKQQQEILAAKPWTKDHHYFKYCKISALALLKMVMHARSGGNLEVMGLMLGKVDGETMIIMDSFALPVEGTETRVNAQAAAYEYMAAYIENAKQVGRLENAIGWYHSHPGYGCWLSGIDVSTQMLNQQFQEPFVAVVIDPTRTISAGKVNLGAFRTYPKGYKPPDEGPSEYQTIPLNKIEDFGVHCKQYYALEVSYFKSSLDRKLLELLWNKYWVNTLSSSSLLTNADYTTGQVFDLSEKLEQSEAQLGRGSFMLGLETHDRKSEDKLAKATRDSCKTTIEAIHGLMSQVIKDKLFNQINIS
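Material: purified human Csn5 enzyme expressed in HEK293T cells / Medium: Tris buffer pH 7.5, NaCl, DTT, Tween-20, trehalose, ovalbumin / Compound dosing: 12.5 µM single point / Schedule: 90 min incubation of compound, enzyme and substrate at room temperature / Signal: fluorescence polarization of the substrate / Control set: no-enzyme wells high, enzyme-with-substrate wells low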
SUMO1 PPI mod – SUMO1-SIM interaction modulation; P63165; SUMO1 binding to a labelled peptide, TR-FRET, 1 h; inhibition, % at 20 µM; hit rate 0.33% among 360,000; in the data active means inhibition above about 37%
Target sequence (P63165 whole entry, looked up): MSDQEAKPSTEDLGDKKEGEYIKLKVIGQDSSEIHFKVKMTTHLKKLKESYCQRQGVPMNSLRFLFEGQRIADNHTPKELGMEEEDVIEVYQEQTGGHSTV
NadD inh – blocks S. aureus nicotinate mononucleotide adenylyltransferase; inhibition, % at 20 µM; purified NadD enzyme, colorimetric absorbance read-out; hit rate 0.78% among 360,000; in the data active means inhibition above about 26%; further: some compounds past the cut are filed as inactive
LMPTP inh – LMPTP (human) inhibition; P24666; recombinant LMPTP-A, OMFP fluorogenic substrate, fluorescence intensity; inhibition, % at 20 µM; hit rate 0.22% among 360,000;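 active means compounds that cut the enzyme signal by at least half of the control window in the single-dose screen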;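 further: plate controls were DMSO wells with enzyme plus substrate for no effect and substrate without enzyme for full effect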
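Assay system: LMPTP-A phosphatase enzyme | Input: 0.625 nM enzyme | Also added: Fluorogenic phosphatase substrate OMFP at 400 µM final | Compound dosing: One test concentration per compound, 20 µM, with 3% DMSO overall | Schedule: 50 min enzyme reaction at room temperature, protected from light | Signal: Fluorescence intensity | Benchmarks: no-enzyme and uninhibited controls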
TbMetRS inhib – Trypanosoma brucei MetRS inhibition | purified T. brucei MetRS, ATP depletion, Kinase-Glo luminescence | inhibition, % at 11.9 µM | hit rate 0.4% among 360,000;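 active means inhibition above a per-plate cutoff of the control wells' mean inhibition plus 3 SD, cut at about 5.5% in these data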;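 further: 0% = DMSO wells median and 100% = median of wells with control inhibitor compound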
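Material – parasite MetRS enzyme · Medium – HEPES-MgCl2-KCl buffer plus DTT, spermine, BSA, pyrophosphatase · Reagent – ATP, methionine and E. coli bulk tRNA substrates · Times – 15 min enzyme-compound preincubation, 2 h reaction, 10 min detection, 25 °C · Measured by – luminescence of leftover ATP · Evaluation – percent inhibition relative to median high and low control wells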
STEP block – blocks human striatal-enriched tyrosine phosphatase | hit rate 0.25% among 360,000 | P54829 | recombinant STEP, OMFP fluorogenic substrate, fluorescence | inhibition, % at 20 µM;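 active means inhibition at 20 µM, scaled per plate between control wells, above about 37%, limit read from the data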;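 further: 0% = DMSO with enzyme and substrate and 100% = substrate only without enzyme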
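Material: STEP (striatal-enriched tyrosine phosphatase) enzyme, cell-free | Medium: 50 mM Bis-Tris pH 6.0 with 2.5 mM DTT and 0.005% Tween 20 | Read-out: Percent inhibition scaled to no-enzyme and uninhibited-enzyme controls, plate-pattern corrected | Signal: Fluorescence read at 480 nm ex / 540 nm em | Times: 20 min reaction, room temperature, in the dark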
Scp1 inh – inhibitors of human Scp-1 phosphatase; Recombinant Scp1, phosphopeptide, malachite green phosphate absorbance; inhibition, % at 20 µM; Q9GZU7; hit rate 0.88% among 340,000;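 active means inhibition above about 50% at 20 µM, limit read from the data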;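 further: plate controls were DMSO wells with enzyme for no effect and wells lacking enzyme for full effect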
Target sequence (Q9GZU7 76-261 limits assumed): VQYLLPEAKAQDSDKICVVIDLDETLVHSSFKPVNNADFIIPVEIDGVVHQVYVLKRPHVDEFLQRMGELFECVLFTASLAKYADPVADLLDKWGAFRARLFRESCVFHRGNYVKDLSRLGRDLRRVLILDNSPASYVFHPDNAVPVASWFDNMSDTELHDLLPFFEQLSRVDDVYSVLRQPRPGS
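Material: truncated SCP-1 phosphatase (76-261aa) / Buffer or medium: 50 mM Tris acetate pH 5.5, 0.005% Tween-20, 10 mM MgCl2 / Compound dosing: one concentration, 20 µM, with 1.0% DMSO / Incubation: 45 min room-temperature reaction, 5 min colour, 30 min stabiliser / Detection: colorimetric free-phosphate detection, absorbance 630 nm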
DNMT1 block – blocks human DNA methyltransferase DNMT1; hit rate 0.83% among 360,000; DNMT1 molecular beacon, Hinp1I cleavage, fluorescence; inhibition (reported as % activation of signal), % at 10 µM; in the data active means inhibition above about 50%
Starred values were filed as active, the others as inactive.

Results for CC(C)NC(=O)COc1ccccc1C#N ?
MsrA inh: -0.6; Rpn11 inh: inactive; CSN deneddyl inh: -2; SUMO1 PPI mod: 1; NadD inh: 5; LMPTP inh: 0.2; TbMetRS inhib: 0.3; STEP block: -4; Scp1 inh: -19; DNMT1 block: -1

Results for CC(C)N(Cc1ccccc1)CC(O)COc1ccc(S(=O)(=O)N2CCOCC2)cc1Cl (configuration not stated) ?
MsrA inh: 0.1; Rpn11 inh: inactive; CSN deneddyl inh: -1; SUMO1 PPI mod: -2; NadD inh: -11; LMPTP inh: -0.9; TbMetRS inhib: -0.5; STEP block: -2; Scp1 inh: -10; DNMT1 block: 0

What do the screens show for `CC(=O)N/C(=C\c1ccccc1)C(=O)OCC(=O)c1c(N)n(CC(C)C)c(=O)n(C)c1=O`?
MsrA inh: -0.6; Rpn11 inh: inactive; CSN deneddyl inh: -1; SUMO1 PPI mod: -1; NadD inh: -3; LMPTP inh: -0.6; TbMetRS inhib: 0.0; STEP block: -1; Scp1 inh: -9; DNMT1 block: 1

Results for O=C(Cc1ccccc1)NCC(=O)OCC(=O)c1ccccc1Cl ?
MsrA inh: 0.4; Rpn11 inh: inactive; CSN deneddyl inh: 1; SUMO1 PPI mod: 3; NadD inh: -4; LMPTP inh: -1.5; TbMetRS inhib: -0.7; STEP block: 1; Scp1 inh: -6; DNMT1 block: 1

Results for CCOP(=O)(OCC)C(Nc1cccc([N+](=O)[O-])c1)c1ccc(N(C)C)cc1 (configuration not stated) ?
MsrA inh: 0.6; Rpn11 inh: inactive; CSN deneddyl inh: 3; SUMO1 PPI mod: -12; NadD inh: 0; LMPTP inh: 0.5; TbMetRS inhib: 0.2; STEP block: -2; Scp1 inh: 5; DNMT1 block: -7

Results for O=C(O)c1ccc(-n2nnnc2Oc2cccc3cccnc23)cc1 ?
MsrA inh: 1.2; Rpn11 inh: inactive; CSN deneddyl inh: 4; SUMO1 PPI mod: 0; NadD inh: -5; LMPTP inh: -3.3; TbMetRS inhib: -0.5; STEP block: 1; Scp1 inh: -2; DNMT1 block: 2

Results for COC(=O)C1=C(C)N(c2ccc(Cl)cc2)/C(=C/c2ccc(O)cc2)C1=O ?
MsrA inh: 3.3; Rpn11 inh: inactive; CSN deneddyl inh: -5; SUMO1 PPI mod: -7; NadD inh: 10; LMPTP inh: -0.6; TbMetRS inhib: -0.5; STEP block: -2; Scp1 inh: -11; DNMT1 block: -2

What do the screens show for `COc1ccccc1CNC(=O)c1c(-c2ccccc2Cl)noc1C`?
MsrA inh: -0.5; Rpn11 inh: inactive; CSN deneddyl inh: 2; SUMO1 PPI mod: 7; NadD inh: 0; LMPTP inh: -1.0; TbMetRS inhib: -0.3; STEP block: 1; Scp1 inh: 1; DNMT1 block: -3

Results for Cc1ccc(S(=O)(=O)N2C[C@H]3[C@H]4C(=O)N(c5ccccc5)C(=O)[C@H]4C[C@H](OC(=O)NCc4ccco4)[C@@]3(O)C2)cc1 ?
MsrA inh: -0.3; Rpn11 inh: inactive; CSN deneddyl inh: 3; SUMO1 PPI mod: -2; NadD inh: 4; LMPTP inh: 1.7; TbMetRS inhib: -0.1; STEP block: 0; DNMT1 block: -2

What do the screens show for `CCCc1c(OCCCCc2nn[nH]n2)ccc(C(C)=O)c1O`?
MsrA inh: -0.4; Rpn11 inh: inactive; CSN deneddyl inh: -2; SUMO1 PPI mod: 11; NadD inh: 5; LMPTP inh: -0.3; TbMetRS inhib: 0.1; STEP block: -1; Scp1 inh: -9; DNMT1 block: 1

Results for Cc1nc(N)sc1C(=O)N/N=C/c1cccnc1 ?
MsrA inh: 5.8*; Rpn11 inh: inactive; CSN deneddyl inh: -2; SUMO1 PPI mod: 0; NadD inh: -4; LMPTP inh: 3.6; TbMetRS inhib: -1.1; STEP block: 3; Scp1 inh: -4; DNMT1 block: 6

What do the screens show for `O=C(c1ccc(Cl)cc1)N1CCC(c2nc(-c3cccs3)no2)CC1`?
MsrA inh: 0.2; Rpn11 inh: inactive; CSN deneddyl inh: -4; SUMO1 PPI mod: -5; NadD inh: -5; LMPTP inh: 0.9; TbMetRS inhib: -0.2; STEP block: -3; Scp1 inh: -3; DNMT1 block: -6

How did Nc1ccc(C(=O)N/N=C\c2cc(N=Nc3cccc4ccccc34)ccc2O)cc1 do in these assays?
MsrA inh: 2.9; Rpn11 inh: inactive; CSN deneddyl inh: -3; SUMO1 PPI mod: 65*; NadD inh: 41*; LMPTP inh: 3.9; TbMetRS inhib: 0.0; STEP block: 10; Scp1 inh: 38; DNMT1 block: 44

Results for CN1CCN(C2=CC3=CC(=C(C#N)C#N)CCC3CC2)CC1 (configuration not stated) ?
CSN deneddyl inh: -102; SUMO1 PPI mod: -254; NadD inh: -6; LMPTP inh: 17; TbMetRS inhib: 0.0; STEP block: -199; Scp1 inh: -1; DNMT1 block: active

What do the screens show for `O=C(O)CCSc1nnc(COc2ccc(Cl)cc2)n1-c1ccccc1`?
MsrA inh: -1.4; Rpn11 inh: inactive; CSN deneddyl inh: 1; SUMO1 PPI mod: 4; NadD inh: 2; LMPTP inh: -1.4; TbMetRS inhib: 0.1; STEP block: 0; Scp1 inh: 1; DNMT1 block: -2

Results for CCN(c1ccc(OC)cc1)S(=O)(=O)N1CCCC(C(=O)NCc2ccccc2Br)C1 (configuration not stated) ?
MsrA inh: -0.6; Rpn11 inh: inactive; CSN deneddyl inh: -1; SUMO1 PPI mod: 3; NadD inh: -11; LMPTP inh: 1.9; TbMetRS inhib: -0.1; STEP block: -2; Scp1 inh: -15; DNMT1 block: -4

What do the screens show for `O=C(CSc1nnc(-c2ccccc2Cl)o1)N1CCCCC1`?
MsrA inh: 0.4; Rpn11 inh: inactive; CSN deneddyl inh: -1; SUMO1 PPI mod: 5; NadD inh: -2; LMPTP inh: 0.4; TbMetRS inhib: -0.3; STEP block: 1; Scp1 inh: -19; DNMT1 block: -1

What do the screens show for `Cc1ccc(S(=O)(=O)N2CCN(C(=O)c3cc4c(s3)CCCC4)CC2)cc1`?
MsrA inh: 1.3; Rpn11 inh: inactive; CSN deneddyl inh: -2; SUMO1 PPI mod: 1; NadD inh: -4; LMPTP inh: 3.2; TbMetRS inhib: -0.3; STEP block: 2; Scp1 inh: -7; DNMT1 block: -3

How did CC1CCCCN1Cc1ccc(N(C)C)cc1 (configuration not stated) do in these assays?
MsrA inh: -0.2; Rpn11 inh: inactive; CSN deneddyl inh: 0; SUMO1 PPI mod: -3; NadD inh: 4; LMPTP inh: -1.9; TbMetRS inhib: -0.6; STEP block: 2; Scp1 inh: -9; DNMT1 block: 4

How did Cc1ccccc1NC(=O)Cc1nc(COC(=O)c2cccc(C)c2O)cs1 do in these assays?
MsrA inh: -0.1; Rpn11 inh: inactive; CSN deneddyl inh: 2; SUMO1 PPI mod: 0; NadD inh: -13; LMPTP inh: 2.7; TbMetRS inhib: 0.1; STEP block: -1; Scp1 inh: 35; DNMT1 block: -5

How did Cc1cccc(OCCCC(=O)Nc2ccccc2C(F)(F)F)c1 do in these assays?
MsrA inh: -1.0; Rpn11 inh: inactive; CSN deneddyl inh: 2; SUMO1 PPI mod: 1; NadD inh: -1; LMPTP inh: 0.8; TbMetRS inhib: 0.0; STEP block: 1; Scp1 inh: 0; DNMT1 block: -2

Results for COc1ccc(CCN(Cc2nc3ccccc3c(=O)[nH]2)C(=O)c2ccco2)cc1OC ?
MsrA inh: -1.3; Rpn11 inh: inactive; CSN deneddyl inh: 0; SUMO1 PPI mod: -1; NadD inh: -5; LMPTP inh: -1.3; TbMetRS inhib: -0.2; STEP block: -1; Scp1 inh: -2; DNMT1 block: -3

Results for CN(CC(=O)Nc1ccccc1Cl)C(=O)c1cccc(-n2cccc2)c1 ?
MsrA inh: -0.4; Rpn11 inh: inactive; CSN deneddyl inh: 1; SUMO1 PPI mod: 1; NadD inh: 2; LMPTP inh: 2.9; TbMetRS inhib: -0.5; STEP block: 1; Scp1 inh: -6; DNMT1 block: -6

What do the screens show for `COc1ccc(OCC(O)CN2C(=O)c3ccccc3C2=O)cc1` (configuration not stated)?
MsrA inh: -0.9; Rpn11 inh: inactive; CSN deneddyl inh: -5; SUMO1 PPI mod: -9; NadD inh: -8; LMPTP inh: -0.5; TbMetRS inhib: -0.6; STEP block: 1; Scp1 inh: -15; DNMT1 block: -3

Results for COc1cccc(COC(=O)C2CCN(C(=O)c3ccccc3C)CC2)c1OC ?
MsrA inh: -1.1; Rpn11 inh: inactive; CSN deneddyl inh: 4; SUMO1 PPI mod: -2; NadD inh: -4; LMPTP inh: 0.7; TbMetRS inhib: -0.3; STEP block: 1; Scp1 inh: -2; DNMT1 block: 1

What do the screens show for `Cc1cc(C)c(C#N)c(SCc2[nH]nc3c2C(c2ccccc2)C(C#N)=C(N)O3)n1` (configuration not stated)?
MsrA inh: 1.7; Rpn11 inh: inactive; CSN deneddyl inh: 6; SUMO1 PPI mod: -2; NadD inh: 9; LMPTP inh: 2.7; TbMetRS inhib: 0.1; STEP block: -1; Scp1 inh: 0; DNMT1 block: -24

Results for CCCN1CCN(C(=O)c2oc3ccccc3c2NC(=O)C2CC2)CC1 ?
MsrA inh: 1.0; Rpn11 inh: inactive; CSN deneddyl inh: 5; SUMO1 PPI mod: -6; NadD inh: -1; LMPTP inh: -0.7; TbMetRS inhib: -0.1; STEP block: 2; Scp1 inh: 1; DNMT1 block: 1

How did CC(C)NC(=O)CSc1nc2[nH]ncc2c(=O)[nH]1 do in these assays?
MsrA inh: 0.7; Rpn11 inh: inactive; CSN deneddyl inh: 0; SUMO1 PPI mod: -1; NadD inh: -2; LMPTP inh: -1.8; TbMetRS inhib: -0.3; STEP block: 0; Scp1 inh: -5; DNMT1 block: 0

How did O=C(c1ccc(NS(=O)(=O)c2ccccc2)cc1)N1CCOCC1 do in these assays?
MsrA inh: -1.0; Rpn11 inh: inactive; CSN deneddyl inh: -1; SUMO1 PPI mod: 4; NadD inh: 4; LMPTP inh: -1.3; TbMetRS inhib: -1.1; STEP block: -3; Scp1 inh: 4; DNMT1 block: -4

Bioassay records: PubChem, several laboratories

Compounds as they come (roughly 3.9% active in at least one column).
